FECH block: blocks human mitochondrial ferrochelatase activity. purified FECH, Ni-mesoporphyrin absorbance 550 nm. calls only at 10 µM (by protocol). actives 3.3% (n = 20,000). AID 1671448;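 active means enzyme reaction rate more than 3 SD below the solvent-only control wells on the same plate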;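 further: lower slope than DMSO wells means FECH inhibition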
Target sequence (P22830 whole entry, looked up): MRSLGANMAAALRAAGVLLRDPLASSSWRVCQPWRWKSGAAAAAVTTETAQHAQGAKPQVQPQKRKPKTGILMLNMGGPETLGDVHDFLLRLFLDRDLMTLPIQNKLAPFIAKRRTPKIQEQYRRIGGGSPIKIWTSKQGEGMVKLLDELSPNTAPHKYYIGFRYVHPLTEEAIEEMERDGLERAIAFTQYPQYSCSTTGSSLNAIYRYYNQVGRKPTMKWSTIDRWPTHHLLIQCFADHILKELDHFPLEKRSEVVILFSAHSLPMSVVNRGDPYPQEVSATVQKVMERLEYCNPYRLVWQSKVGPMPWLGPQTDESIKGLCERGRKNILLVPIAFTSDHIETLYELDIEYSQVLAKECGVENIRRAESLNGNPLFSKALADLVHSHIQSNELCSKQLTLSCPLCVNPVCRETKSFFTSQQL
Calls only; i = inactive; + = active, no number. Some of the compounds tested; the hit share may differ from the screen's.

SMILES | FECH block
CNC(=O)[C@@H]1C[C@@H](N)CN1C(=O)c1ccoc1COc1ccc(C)cc1 | i
Cc1ccccc1N1CCN(C2CCCN(CCCn3nnnc3C)C2)CC1 (stereo not given) | i
Cn1c(CNS(=O)(=O)c2ccc(F)cc2)nc2cccnc21 | i
C=CCn1c(=O)oc2ccc(C(=O)N3CCN(CC)CC3)cc21 | i
CCn1nc(-c2ccccc2)c(-c2ccccc2)c(C(=O)Nc2ccc(S(N)(=O)=O)cc2)c1=O | +
Cc1ccc(C)c(N2CCN(S(=O)(=O)c3cc(C(=O)N4CCCCC4)cs3)CC2)c1 | i
COc1cc2c(cc1NS(=O)(=O)NCc1ccccc1)n(C)c(=O)n2C | i
NS(=O)(=O)c1ccc(C(=O)N2CCCC(N3CCc4ccccc4C3)C2)cc1 (stereo not given) | i
CCn1c(C2CCCN(S(=O)(=O)N3CCCC3)C2)n[nH]c1=O (stereo not given) | i
O=C(CCNC(=O)c1ccccc1F)NCC1(c2ccccc2)CCOCC1 | i
COc1ccc(N2CCN(C3CCCN(C(=O)C4(O)CCCC4)C3)CC2)cc1 (stereo not given) | i
CCCC(=O)NC1CC(=O)N(c2ccc(OCC)cc2)C1 (stereo not given) | i
O=S(=O)(NCc1ccccc1)N1CCC(O)CC1 | i
Cc1ccc(C)c(Nc2c(-c3ccc4c(c3)CCCC4)c(=O)c2=O)c1 | +
COC(=O)c1cccc(NS(=O)(=O)c2cc(N3C(=O)CCS3(=O)=O)ccc2OC)c1 | i
Clc1cccc(Nc2nc(N3CCCC3)nc3c2cnn3-c2ccccc2)c1 | i
CCC(CC)C(=O)Nc1cc(Cl)ccc1OCc1cc(=O)n2oc(C)cc2n1 | i
CCn1nc(C)c(CCNC(=O)CC23CC4CC(CC(C4)C2)C3)c1C | i
CCCNC(=O)c1nc[nH]c1C(=O)NCc1ccccc1 | i
COCCNc1nc(Nc2cccc(F)c2)c2cnn(-c3ccccc3)c2n1 | i
CC(C)c1nnsc1CN1Cc2ncccc2C1=O | i
CCn1nc(CC(C)C)cc1C(=O)NCc1nnc2n1CCC2 | i
CC(c1ccccn1)N(C)Cc1cccn1S(=O)(=O)c1ccccc1 (stereo not given) | i
O=C(CCCc1nc(-c2cccnc2)no1)Nc1cnc2n1CCCC2 | i

Shown with each value named: part of the list above
O=C(CCNC(=O)c1ccccc1F)NCC1(c2ccccc2)CCOCC1
  FECH block = i

CCn1nc(-c2ccccc2)c(-c2ccccc2)c(C(=O)Nc2ccc(S(N)(=O)=O)cc2)c1=O
  FECH block = +

More entries
SMILES | FECH block
CCCNc1nc(Nc2ccccc2C)c2cnn(-c3ccccc3)c2n1 | i
CCN(CC)c1ccc(C(=O)NCc2nc3cccnc3n2CCOC)cc1 | i
CCc1cc(Sc2ccc(NC(=O)c3cc(OC)c(OC)c(OC)c3)cc2)n2ncnc2n1 | i
O=C(NCC1CCN(Cc2cccc(Cl)c2)CC1)C1CCCN(c2ncnc3c2nc2n3CCCCC2)C1 (stereo not given) | i
Cc1cnc(NCCCN2CCCC2)nc1N(C)C | i
Cc1cc(Nc2ccc(OC(=O)c3ccccc3Cl)cc2)n2nc(-c3cccnc3)nc2n1 | i
CCc1nc2nc(C)cc(N3CCN(Cc4ccc5c(c4)OCO5)CC3)n2n1 | i
O=C(c1cccc(CC2CCNCC2)c1)N1CCc2[nH]ncc2C1 | i
CC1(O)CCCN(c2nc(-c3cccnc3)nc3c2CCNCC3)C1 (stereo not given) | i
O=C(NCc1csc(-c2cnccn2)n1)c1cc2ccccc2s1 | i
Cc1ccc(Cn2c(=O)oc3ccc(C(=O)N4CCN(C)CC4)cc32)cc1 | i
Clc1ccc(CN2CCC(OCc3cccnc3)CC2)s1 | i

Four entries drawn at random from those above:
SMILES | FECH block
CC1(O)CCCN(c2nc(-c3cccnc3)nc3c2CCNCC3)C1 (stereo not given) | i
O=C(NCc1csc(-c2cnccn2)n1)c1cc2ccccc2s1 | i
CCN(CC)c1ccc(C(=O)NCc2nc3cccnc3n2CCOC)cc1 | i
Cc1ccc(Cn2c(=O)oc3ccc(C(=O)N4CCN(C)CC4)cc32)cc1 | i

Carrying on:
SMILES | FECH block
CCCN1CC(N2Cc3ncccc3C2=O)CC1=O (stereo not given) | i
COc1ccc(N2CCN(CCCNC(=O)c3nc4ccccc4n(C)c3=O)CC2)cc1 | i
O=C(NC1CCCC1)N1CCC(n2cnc3cccnc32)CC1 | +
Cc1ccc(C)c(S(=O)(=O)NCc2nc3cccnc3n2C2CCCC2)c1 | i
CC(C)c1ccc(NC(=O)CN2C(=O)C3CCCCN3c3ccc(C(=O)N4CCOCC4)cc32)cc1 (stereo not given) | i
NS(=O)(=O)c1ccc(CCNC(=O)CC2=NS(=O)(=O)c3ccccc3N2)cc1 | i
O=C(Nc1ccccc1)c1cc2n(n1)CCCN(Cc1ncc[nH]1)C2 | i
O=C(Nc1nccs1)c1cccc(CN2CCCCC2c2cccnc2)c1 (stereo not given) | i
COc1cc2[nH]c3c(=O)n(CC(=O)NCCc4ccc(S(N)(=O)=O)cc4)cnc3c2cc1OC | i
CCCCNC(=O)C1CCC(Cn2c(=O)c3sccc3n(CC(=O)N3CCCC3)c2=O)CC1 (stereo not given) | i
Cc1oc(-c2ccc(OC(C)C)cc2)nc1CSc1nc2c(c(=O)[nH]1)CCCC2 | i
CC(c1cccc(-c2ccc3[nH]c(=O)[nH]c(=O)c3c2)c1)N1CCCC1 (stereo not given) | i

By substructure, the entries above containing a Cl atom
SMILES | FECH block
Clc1cccc(Nc2nc(N3CCCC3)nc3c2cnn3-c2ccccc2)c1 | i
CCC(CC)C(=O)Nc1cc(Cl)ccc1OCc1cc(=O)n2oc(C)cc2n1 | i
O=C(NCC1CCN(Cc2cccc(Cl)c2)CC1)C1CCCN(c2ncnc3c2nc2n3CCCCC2)C1 (stereo not given) | i
Cc1cc(Nc2ccc(OC(=O)c3ccccc3Cl)cc2)n2nc(-c3cccnc3)nc2n1 | i
Clc1ccc(CN2CCC(OCc3cccnc3)CC2)s1 | i

Returning to the listing, starting 2 compounds before the break.
SMILES | FECH block
Cc1oc(-c2ccc(OC(C)C)cc2)nc1CSc1nc2c(c(=O)[nH]1)CCCC2 | i
CC(c1cccc(-c2ccc3[nH]c(=O)[nH]c(=O)c3c2)c1)N1CCCC1 (stereo not given) | i
CN1C[C@H](NC(=O)c2cn3cc(Cl)ccc3n2)C[C@H]1CO | i
COc1ccc(NC(=O)CN2C(=O)C3CCCCN3c3ccc(C(=O)N(C)C)cc32)cc1 (stereo not given) | i
Cc1cccc2[nH]c(C3CCN(Cc4cc(C#CCO)cs4)CC3)nc12 | i
COc1ccccc1OCC(=O)Nc1cc(C)nn1-c1ncnc2c1cnn2-c1ccc(C)cc1C | i
CN(C)S(=O)(=O)CCNC1CCSC1 (stereo not given) | i
Cc1cc(Nc2ccccc2)nc(Nc2ccc(NC(=O)c3ccccc3)cc2)n1 | i
CC(C)c1ccc(-c2nc(C(N)=O)c3c(n2)n(-c2ccc(F)cc2)c(=O)n3C)cc1 | i
CNS(=O)(=O)CCNC(=O)C(C)Oc1cc(C)ccc1C (stereo not given) | i
CN(Cc1cc(C(C)(C)C)n[nH]1)Cc1cn[nH]c1-c1ccc(F)cc1 | i
O=C1CC(c2ccc(Cl)cc2)=Nc2ccccc2N1 | i
CCN1CC(CNC(=O)c2coc(COc3ccc(F)cc3)n2)CC1=O (stereo not given) | i
CCc1oc2ccccc2c1CN1C[C@@H](N)C[C@H]1C(=O)N(CC)CC | i
CCOc1ccc(-c2cnc(C3CCCNC3)[nH]2)cc1OCC (stereo not given) | i
CN(Cc1nncn1C)C(=O)[C@H]1C[C@@H](C(=O)O)N(C)[C@H]1c1cccc(Cl)c1 | i
CNC(=O)C1CCC(Cn2c(=O)c3sccc3n(CC(=O)Nc3ccc(C)cc3C)c2=O)CC1 (stereo not given) | i
COc1ccc(N2CCCS2(=O)=O)cc1NC(=O)CCc1ccccc1 | i
Cc1nc(C2CCCNC2)cc(N2CCc3[nH]nc(C(C)C)c3C2)n1 (stereo not given) | i
COc1ccc(OCc2nc(C(=O)N3CCNCC3c3ccccc3)co2)cc1 (stereo not given) | i
CCc1ccccc1NC(=O)C(=O)N1CCC2(CCN(C)C2)CC1 | i
Cc1cc(C)n(CCC(=O)NCCNC(=O)c2ccccc2Cl)c(=O)n1 | i
Cc1nnc(SCC(=O)NC(CC(C)C)c2ncnn2C)s1 (stereo not given) | i
CCn1cc(-c2ccc(-n3cccn3)cc2)c(C)n1 | i
CC(C)Cc1cc(C(=O)NCc2nncn2C2CCCCC2)n(C)n1 | i
Cc1nn(C)cc1C(C)NC(=O)CCC(=O)Nc1ccc(F)c(Cl)c1 (stereo not given) | i
CCn1cncc1CNC(=O)c1csc2nc(-c3cccc(OC)c3)cn12 | i
COCc1nc(C)c(CNC(=O)c2c(C)nc3sccn23)s1 | i
Cc1cc(C)cc(NC(=O)CN2C(=O)CC(c3ccccc3)=Nc3ccccc32)c1 | i
CCc1cc(Sc2ccc(NC(=O)Nc3ccc4c(c3)OCCO4)cc2)n2nc(C)nc2n1 | i
CCC(C)NC(=O)Cn1c(=O)n(CC2CCC(C(=O)NC(C)C)CC2)c(=O)c2sccc21 (stereo not given) | i
CN(Cc1cc(C2CC2)n[nH]1)C(=O)c1cc(Cn2cnc3ccccc32)[nH]n1 | i
COc1cccc(NC(=O)c2ccc(=O)n(Cc3ccc(F)cc3)c2)c1 | i
CCc1cc(Sc2ccc(NC(=O)Nc3cccc(OC)c3)cc2)n2nc(C)nc2n1 | i
CC(C)Oc1cccc(F)c1-c1nccc(N2CCCC(O)C2)n1 (stereo not given) | i
COCC(c1ccccn1)N(C)Cc1ncc[nH]1 (stereo not given) | i
C=CC[C@@H]1CC=C[C@@H](CC=C)N1C(=O)c1cnn2c1CCCC2 | i
COc1ccc(Cl)cc1NC(=O)C1CC(=O)NC(Nc2ccc(F)cc2)=N1 (stereo not given) | i
CC(C)(C)Cc1[nH]cnc1-c1ccccc1 | i
COCCN(Cc1cnn(C)c1)C(=O)CC1CNCCO1 (stereo not given) | i
CNC(=O)C1CCN(Cc2nc(-c3ccc(OC)c(C)c3C)oc2C)C1 (stereo not given) | i
CCC(c1cccs1)n1ccnc1-c1ccc(NC(C)=O)cc1 (stereo not given) | i
COc1ccc(-c2cc(N3CCN(S(=O)(=O)Cc4ccccc4)CC3)ncn2)cc1OC | i
Cc1ccnc(NCCNC(=O)c2nn(C)c(=O)c3ccccc23)c1 | i
O=C(c1csc(S(=O)(=O)N2CCN(C(=O)c3ccco3)CC2)c1)N1CCCC1 | i
Cc1nn(-c2cc(N3CCCC3)ncn2)c(C)c1CCC(=O)NC1CCCC1 | i
NC(=O)CN1C(=O)CC(c2ccc(Br)s2)=Nc2ccccc21 | i
Cc1cc(C)cc(NC(=O)CSc2ncnc3nc(N(C)C)sc23)c1 | i
CC(C)c1cc(C2CCN(Cc3cccnc3N)CC2)[nH]n1 | i
O=C(Nc1ccc2nc(CCc3ccccc3)[nH]c2c1)C1CCN(S(=O)(=O)N2CCOCC2)CC1 | i
CCSCCNc1nc(-c2ccncc2)nc2c1CCNC2 | i
COCCN1CCCC(O)(CN2CCC(Oc3ncccn3)CC2)C1=O (stereo not given) | i
O=C(CCc1n[nH]c2c1CCCC2)N1CCCC(OCc2ccccn2)C1 (stereo not given) | i
Cc1ccccc1Nc1nc(N2CCCCC2)nc2c1cnn2-c1ccccc1 | i
CC1CCN(c2nc(Nc3ccc(SC(F)F)cc3)c3cnn(-c4ccccc4)c3n2)CC1 | i
CC(C)(O)C#Cc1cccc(C(=O)NCCC2COc3ccccc3O2)c1 (stereo not given) | i
CC(=O)N[C@H]1C[C@@H](c2cccc(Cn3cccn3)c2)O[C@@H](C(C)C)C1 | i
Cc1ccc(C2(O)CCN(C(=O)C(c3ccccc3)n3cnnn3)CC2)nc1 (stereo not given) | i
CCn1cc(CN2CCN(C)C3(CCN(C(=O)c4ccco4)CC3)C2)cn1 | i
COc1ccc(Cl)cc1S(=O)(=O)NCc1nc2cccnc2n1Cc1ccccc1 | i
CC(=O)Nc1ccc(Cl)c(-c2n[nH]c(CCc3ccccc3)n2)c1 | i
Cc1cc(=O)n(CC(=O)N2C[C@H]3C[C@H](O)[C@H](O)C[C@H]3C2)c2ccccc12 | i
Following part.
SMILES | FECH block
CCCc1cc(C(=O)N2CCC3(CC2)CNC(=O)C3)cs1 | i
CO[C@H](c1ccccc1)c1n[nH]c(Cc2ccccc2)n1 | i
Cc1cc2nc(CSc3cccc(Cl)c3)cc(=O)n2o1 | i
COc1ccc(-n2ccnc2CN2CC[C@H](O)C[C@@H]2C(=O)O)cc1 | i
Cc1nc(C(=O)NCCn2ncc3ccccc3c2=O)cs1 | i
COc1cc2c(=O)n(Cc3ccc(C(=O)NC(C)C)cc3)c(=O)n(CC(=O)NC(C)C)c2cc1OC | i
O=C(C1CCCO1)N1CCC(NCCCn2ccc3ccccc32)CC1 (stereo not given) | i
COCC(C)(C)C(=O)NCC1CCCN(C2CCCC2)C1 (stereo not given) | i
CCNc1ccnc(N2CCC(N(CC)CC)C2)n1 (stereo not given) | i
CC(C)(C)c1cc(CN2CC[C@@]3(O)CCCC[C@H]3C2)[nH]n1 | i
Cc1ccc(C(=O)N2CCNC(=O)C2Cc2ccccc2)c(F)c1F (stereo not given) | i
CNC(=O)C1CCC(Cn2c(=O)c3sccc3n(CC(=O)Nc3cccc(OC)c3)c2=O)CC1 (stereo not given) | i
COc1ccc(CN(Cc2cccc(F)c2)C(=O)C2CCOC2)cc1 (stereo not given) | i
COc1ccc(NC(=O)c2cc(-c3ccc(OC)c(S(N)(=O)=O)c3)n[nH]2)cc1OC | i
CCOc1cc2c(cc1CN1CCC3(CC1)CNC(=O)C3)CCC2 | i
COc1ccc(Nc2cc(-n3nc(C)cc3C)ncn2)cc1OC | i
COc1ccccc1-n1cc(C(=O)N2CCCC(O)(CN(C)C)CC2)cn1 (stereo not given) | i
